Screening data deposited in PubChem by Broad Institute.
Statin myotox sup = suppressors of statin myotoxicity in C2C12 myotubes, primary screen, cell-based, single point, plate reader | C2C12 myotubes + simvastatin, ATP luminescence, 48 h; scaled: DMSO 0, geranylgeraniol control 100 | rescue of ATP level, % at 7.49 µM | actives 0.78% (n = 330,000);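 active = mean ATP rescue above about 67%, or every replicate alone reaching that limit, limit read from the data, passing the limit was not always enough; inconclusive = no clear call, values can overlap the other calls; inactive = mean under the limit and some replicate under it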;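 also: myotubes were challenged with 10 µM simvastatin during compound exposure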
ERp5 block = inhibitors of ERp5-driven insulin aggregation, primary screen, biochemical, turbidity, absorbance 650 nm, single point; actives 0.05% (n = 350,000); 90 min; AID 651711, 2012; inhibition, % at 9.99 µM; Protein disulfide-isomerase A6 (Homo sapiens), Q15084;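 active = mean replicate inhibition above about 25%, with every replicate also reaching it, limit read from the data, passing the limit was not always enough; inconclusive = only one of those two criteria met; inactive = neither criterion met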
Target sequence (Q15084 whole entry, looked up): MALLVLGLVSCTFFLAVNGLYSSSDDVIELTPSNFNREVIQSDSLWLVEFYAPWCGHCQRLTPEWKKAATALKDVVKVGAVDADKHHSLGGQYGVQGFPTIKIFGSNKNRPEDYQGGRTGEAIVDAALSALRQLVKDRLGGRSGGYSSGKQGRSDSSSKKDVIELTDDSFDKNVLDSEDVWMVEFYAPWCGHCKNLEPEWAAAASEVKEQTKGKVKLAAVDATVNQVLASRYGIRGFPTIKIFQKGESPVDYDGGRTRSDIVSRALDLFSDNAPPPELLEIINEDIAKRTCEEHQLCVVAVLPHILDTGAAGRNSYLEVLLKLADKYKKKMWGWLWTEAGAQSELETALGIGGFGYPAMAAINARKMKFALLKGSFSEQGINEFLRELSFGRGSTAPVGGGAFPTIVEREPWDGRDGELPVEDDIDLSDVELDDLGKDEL
S100A4 MyoIIA = inhibitors of S100A4-myosin IIA peptide binding, primary screen, biochemical, fluorescence polarization, TAMRA-MyoIIA peptide; AID 652163, 2013; actives 0.14% (n = 360,000); inhibition, % at 10.7 µM;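 active = mean inhibition of at least 70% across replicates, with every replicate also reaching that level; inconclusive = mean inhibition reaches 70% but some replicates fall short; inactive = mean inhibition below 70%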
Target sequence (P26447 whole entry, looked up): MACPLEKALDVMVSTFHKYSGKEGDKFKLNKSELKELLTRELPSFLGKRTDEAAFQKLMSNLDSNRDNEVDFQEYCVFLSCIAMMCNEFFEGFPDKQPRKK
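Compound dosing: one dose per compound; test system: human S100A4 monomer with TAMRA-labelled myosin IIA peptide; probe or stimulus: TAMRA-labelled myosin IIA heavy-chain peptide probe, 5 nM; medium: HEPES buffer with Ca2+, pH 7.2; schedule: 5 min incubation before reading; benchmarks: neutral control DMSO, positive control TFP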
SIRT5 block = SIRT5 desuccinylase inhibitors, primary screen, biochemical, fluorescence imaging, single point, set 5; actives 1.1% (n = 330,000); inhibition, % at 15 µM; NAD-dependent protein deacylase sirtuin-5, mitochondrial (Homo sapiens), Q9NXA8; Purified SirT5, succinyl-peptide AMC, trypsin-coupled fluorescence; in the data active = inhibition above about 15%; inconclusive = no clear call, values can overlap the other calls
Target sequence (Q9NXA8 whole entry, looked up): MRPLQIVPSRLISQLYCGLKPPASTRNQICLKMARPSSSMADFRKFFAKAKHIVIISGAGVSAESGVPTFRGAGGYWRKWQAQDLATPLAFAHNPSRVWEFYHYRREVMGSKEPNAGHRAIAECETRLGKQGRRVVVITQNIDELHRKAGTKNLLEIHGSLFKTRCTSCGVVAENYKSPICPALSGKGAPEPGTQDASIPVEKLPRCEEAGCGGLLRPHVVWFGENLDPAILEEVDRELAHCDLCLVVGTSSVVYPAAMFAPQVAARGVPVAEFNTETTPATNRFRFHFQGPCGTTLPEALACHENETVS
DENV2 CPE rescue = inhibitors of DENV2 cytopathic effect, primary screen, cell-based, plate reader, single concentration | actives 1.7% (n = 350,000) | DENV2-infected cells, cytopathic effect rescue | CPE inhibition, % at 9.99 µM; in the data active = CPE inhibition above about 20%, passing the limit was not always enough; inconclusive = no clear call, values can overlap the other calls; tested in BHK-21 cells;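 also: 0% = median of neutral control wells and 100% = median of positive control wells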
PglD inh = C. jejuni PglD acetyltransferase inhibitors, primary screen, biochemical, DTNB colorimetric, single point; UDP-N-acetylbacillosamine N-acetyltransferase PglD (Campylobacter jejuni); purified PglD enzyme, DTNB colorimetric CoA detection; inhibition, % at 12.5 µM; actives 0.098% (n = 360,000); AID 602405, 2012; in the data active = inhibition above about 16%, passing the limit was not always enough; inconclusive = no clear call, values can overlap the other calls; also: strong numbers were not always called active
E-sel inducer = E-selectin induction in HUVECs, primary screen, imaging, HUVEC, immunofluorescence imaging, single point | normalized: neutral wells 0, TNF-alpha wells 100 | activation, % at 7.58 µM | actives 0.37% (n = 260,000) | AID 686992, 2013;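 active = mean E-selectin-positive cell signal at least 10% of the positive control, reached in at least 60% of replicates, without over 20% cell loss; inconclusive = no rule given, readout overlaps actives, possibly toxicity-flagged; inactive = the rest, including those meeting only one limit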;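 also: in these data hits start at about 27%; measured in HUVEC primary endothelial cells; signal is the percent of cells scored E-selectin positive by PE staining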
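Read-out: % PE-positive cells | Test system: HUVEC | Doses: One compound dose added by pin transfer | Buffer or medium: EGM-2 over gelatin coat | Signal: Immunofluorescence imaging | Benchmarks: TNF-alpha, DMSO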
Starred values were filed as active, the others as inactive; ? = inconclusive; nt = not tested or not shown; & = joins results of further samples. Some of the compounds tested, so the mix of outcomes need not match the whole.

Each structure is followed by: Statin myotox sup	ERp5 block	S100A4 MyoIIA	SIRT5 block	DENV2 CPE rescue	PglD inh	E-sel inducer
Cc1cccc(NC(=S)NNC(=O)CCn2cc(C)cn2)c1
    -4	-4	14	-3	nt	-4	nt
O=C(Cc1cccs1)N[C@@H]1c2ccccc2CC[C@@H]1OCc1ccccc1
    7	-8	-5	-5	10	2	nt
CC(C)=CCN1CCC(n2nccc2NC(=O)c2ccccc2Cl)CC1
    1	1	-2	-2	2	8	-0.1
COCC(=O)Nc1ccc2c(c1)C(=O)N(C)[C@@H]1CC[C@H](CC(=O)Nc3ccccc3)O[C@@H]1CO2
    -4	5	-2	-1	9	-2	0.1
CS(=O)(=O)c1ccccc1-c1nnc(-c2ccc(Cl)cc2)o1
    nt	-1	0	-4	0	nt	nt
C/C(=N\O)c1cc(Cl)cc(Cl)c1O
    -2	0	3	-3	-6	nt	nt
O=C1C2C(c3ccccc3)=NN(c3ccccc3)C2C(=O)N1c1ccccc1 (configuration not stated)
    nt	-1	0	-4	8	-3	-2.5
O=C(N/N=C/c1cccnc1)c1cccc(Br)c1
    -11	-1	2	6	16	-1	2.5
Cc1cc(C)cc(OCC(=O)Nc2ccc(CN3CCCCC3)cc2)c1
    nt	0	-16	2	2	nt	nt
C=CCOc1ccc(/C=N/NC(=O)CN2CCCCC2)cc1OC
    10	2	6	3	0	-1	nt
COc1ccccc1C(=O)Nc1ccc2c(c1)CCCN2C(=O)c1ccccc1
    -25	-2	-4	0	-1	-4	nt
O=C1CC(N2CCc3ccccc32)C(=O)N1c1ccccc1 (configuration not stated)
    1	4	0	2	2	6	3.2
O=C(NCC1CCCO1)c1ccc(NC(=O)c2cccc(Br)c2)cc1 (configuration not stated)
    -21	3	8	-1	-1	7	nt
Cc1ccc(-c2nc(C(=O)NCC3CCCO3)cc3c2[nH]c2ccccc23)cc1 (configuration not stated)
    -8	1	-10	0	4	-1	nt
CCOc1cc(NC(=O)c2cccs2)c(OCC)cc1NC(=O)c1ccccn1
    nt	-1	3	-3	6	nt	nt
COc1ccc(C(=O)/C=C/c2ccc(OCc3ccccc3)cc2)cc1CSCC(=O)O
    4	4	3	5	-8	-2	-0.8
CCCCN(C(=O)CCNC(=O)NC12CC3CC(CC(C3)C1)C2)c1c(N)n(CCCC)c(=O)[nH]c1=O
    8	-3	-4	-1	8	9	-0.1
COc1ccc(CN2C(=O)C(CC(C)C)Nc3ncnc(N4CCOCC4)c32)cc1 (configuration not stated)
    -3	6	-1	nt	-2	-4	0.2
COc1cc(/C=N/NC(=O)c2ccc(Cl)c(S(N)(=O)=O)c2)ccc1OCC(N)=O
    nt	-4	-1	1	4	nt	nt
C=CCn1c(C)nc2ccccc2c1=O
    nt	1	-2	nt	13	nt	nt
CNC[C@H]1Oc2ccc(N)cc2C(=O)N([C@H](C)CO)C[C@@H]1C
    -15	-2	-6	1	1	-2	nt
Cc1c(NC(=S)NC(=O)C(C)(C)C)cccc1[N+](=O)[O-]
    -9	7	-5	-1	-2	-1	nt
CCOC(=O)C1=C(COC(=O)c2ccc(OC)c(S(=O)(=O)N3CCOCC3)c2)NC(=O)NC1C (configuration not stated)
    -4	-1	-5	3	-1	-2	nt
CN(C)C(=O)[C@@]1(Cc2ccccc2N=[N+]=[N-])N=C(c2ccc(OCCCO)cc2)O[C@H]1c1ccccc1N=[N+]=[N-]
    nt	1	-6	4	0	-2	nt
COc1ccc(OCC(=O)Nc2cc(OC)ccc2N2CCCCC2)cc1
    -3	-9	-2	-3	-3	5	nt
COCC(=O)Nc1ccc2c(c1)OC[C@H](C)N(Cc1ccccc1OC)C[C@H](C)[C@@H](OC)CN(C)C2=O
    nt	nt	10	-1	22*	nt	-0.2
CCOCCCNC(=O)CN1C(=O)CSc2cc(S(=O)(=O)N3CCCCCC3)ccc21
    -10	-2	-1	0	10	-3	nt
CN1CCN(C(=O)C[C@@H]2C[C@H]3c4cc(NC(=O)Nc5ccc(F)cc5)ccc4O[C@H]3[C@H](CO)O2)CC1
    2	0	5	-2	5	4	-0.6
COCC#Cc1ccc2c(c1)O[C@@H](CN(C)C(=O)CC1CC1)[C@H](C)CN([C@H](C)CO)S2(=O)=O
    -12	-3	7	0	?	-5	-0.2
CNC(=S)NNc1ccccc1[N+](=O)[O-]
    0	1	-3	0	18	10	13
COc1ccc(C#Cc2ccc3c(c2)[C@]2(C(=O)N3)[C@H](C(=O)N3CCCCCCC3)[C@H]3C(=O)O[C@H](c4ccccc4)[C@H](c4ccccc4)N3[C@@H]2c2ccc(O)cc2)cc1
    nt	0	-5	-1	16	-8	nt
COc1ccc(-c2cnc3c(c2)C(=O)N([C@H](C)CO)C[C@H](C)[C@H](CN(C)Cc2ccccc2)O3)cc1
    37&34	6&2	-14&-4	0&1	?	-2&-3	0.1
C[C@@H]1CN([C@H](C)CO)C(=O)c2cc(NS(=O)(=O)c3cccs3)ccc2O[C@@H]1CN(C)Cc1ccc2c(c1)OCO2
    31	-2	8	-6	16	0	0.1
COc1ccccc1N1CCN(CCCN2CC(=O)N3CCCCC3C2=O)CC1 (configuration not stated)
    4	-9	-5	-6	2	2	0.4
O=C(Nc1ccc2c(c1)CCO2)Nc1nnc([C@H]2C[C@H](O)[C@@H](CO)O2)s1
    3	6	-1	nt	6	2	-0.4
CCN(C(=O)COC(=O)c1ccc[nH]c1=O)c1cccc2ccccc12
    nt	4	-5	-3	-2	nt	-0.2
CCCN1CCN(C(=O)Cn2cnc3ccc(S(=O)(=O)N4CCC(C)CC4)cc3c2=O)CC1
    nt	0	3	-3	-3	nt	0.2
O=C(NC1CCS(=O)(=O)C1)/C(=C/c1ccco1)NC(=O)c1ccccc1 (configuration not stated)
    nt	-2	6	1	-3	nt	nt
CN1CCc2c(sc3c2c(=O)n(-c2ccccc2)c2nnc(SCc4ccc(F)cc4)n32)C1
    nt	9	1	0	1	nt	nt
COc1ccc(CNC(=O)[C@@H]2CC=C[C@@H]3CCN(Cc4ccc(Cl)c(Cl)c4)C(=O)[C@@H]32)cc1
    23	0	9	nt	-4	-1	-0.7
C[n+]1c2n(c3ccccc31)N=C(c1ccccc1)CS2
    -151	-15	11	-3	-1	-2	-0.6
C/C=C/c1ccc([C@H]2[C@@H](CO)N[C@@H]2CNC(=O)C2CCCC2)cc1
    nt	-1	4	6	-7	nt	0.0
O=C(C[C@@H]1CC[C@H]2[C@@H](COC[C@H](O)CN2CCC(F)(F)F)O1)N1CCC(Cc2ccccc2)CC1
    25	3	-19	17*	7	-1	-0.1
CCOc1cc(-c2noc(CCCC(=O)NC3CCCCC3)n2)ccc1OC
    58	-1	-5	7	-2	0	0.0
COc1ccc(NC(=O)C[C@H]2C(=O)N(c3ccc(Br)cc3)C[C@@H]2c2ccc(OC)cc2)cc1
    0	0	-3	-2	20	-3	nt
COc1ccc(S(=O)(=O)N2CCCCC2)cc1NC(=O)c1ccccc1
    -9	-4	3	-5	-3	-2	nt
CCOc1ccc(NS(=O)(=O)c2ccc(C(=O)NCC(c3ccccc3OC)N3CCCC3)cc2)cc1 (configuration not stated)
    nt	3	-2	4	14	nt	-0.7
CC(=O)N(NC(N)=O)C(C)CC(=O)C1C(C)C=CCC1(C)C (configuration not stated)
    nt	4	1	1	4	-3	-0.1
O=C(/C=C/c1ccccc1)NC1CCS(=O)(=O)C1 (configuration not stated)
    6	nt	nt	nt	nt	-3	-0.1
CN(Cc1ccccc1)C(=O)[C@@H]1CCCN1C(=O)[C@@H]1CCCN1C(=O)OC(C)(C)C
    nt	-3	-3	-3	5	nt	-0.1
O=C(OC(C(=O)NCc1ccccc1)c1ccccc1F)c1ccco1 (configuration not stated)
    1	-7	6	0	0	-6	nt
COc1ccc(C(=O)NCc2nnc(SCC(=O)Nc3nc4ccc(C)cc4s3)o2)cc1OC
    nt	-1	1	-1	5	nt	6.9
CSCC[C@H](NC(=O)OC(C)(C)C)C(=O)N1CCC(C(=O)N[C@H](C(=O)O)C(C)C)CC1
    -1	1	4	-4	-3	1	nt
COC(=O)C1=C(C)NC(C)=C(C(=O)OCC(C)C)C1c1ccccc1[N+](=O)[O-] (configuration not stated)
    6	9	-3	-2	-2	-3	1.0
COc1ccc(Nc2cc(Nc3ccccc3)ncn2)cc1
    -14	4	3	-5	-5	5	0.0
CN1C(=O)c2cc(NC(=O)c3ccc(F)cc3)ccc2OC[C@@H]2O[C@H](CC(=O)O)CC[C@@H]21
    1	-6	-2	-5	-3	0	0.0
CO[C@H](CN(C)Cc1ccc2c(c1)OCO2)[C@H](C)CN(C(=O)c1ccccc1)[C@@H](C)CO
    2	7	3	4	1	0	-0.1
Cc1ccccc1Nc1c(-c2cccnc2)nc2ccc(Br)cn12
    20	-1	-11	-2	-3	nt	-0.1
COC(C(=O)Nc1ccc(S(=O)(=O)Nc2c(C)cccc2C)cc1)c1ccccc1 (configuration not stated)
    nt	3	-7	-3	5	-2	2.2
O=C(c1ccc2c(=O)n3c(nc2c1)CCCCC3)N1CCCCC1
    10	2	1	-1	6	1	nt

Next part.
Each structure is followed by: Statin myotox sup	ERp5 block	S100A4 MyoIIA	SIRT5 block	DENV2 CPE rescue	PglD inh	E-sel inducer
COc1ccccc1Nc1ccc2c(O)cc(S(=O)(=O)O)cc2c1
    -5	1	11	nt	?	-1	-0.3
C/C(=N\Nc1nc2ccc(Cl)cc2o1)c1ccccc1
    nt	-3	-33	-2	0	8	nt
CC(C)CC(=O)N1CC=CC[C@@H](c2ccc(Cl)cc2)N(Cc2ccc(Cl)cc2)C(=O)[C@@H]1Cc1ccccc1
    3	7	-8	2	-2	0	-0.3
COc1ccc(CNC(=O)CCC(=O)N2CC(C)Oc3ccccc32)cc1 (configuration not stated)
    -1	-7	-3	-5	-6	-2	1.2

Shown bar-delimited: entries from further up.
smiles | Statin myotox sup | ERp5 block | S100A4 MyoIIA | SIRT5 block | DENV2 CPE rescue | PglD inh | E-sel inducer
COc1ccccc1Nc1ccc2c(O)cc(S(=O)(=O)O)cc2c1 | -5 | 1 | 11 | nt | ? | -1 | -0.3
C/C(=N\Nc1nc2ccc(Cl)cc2o1)c1ccccc1 | nt | -3 | -33 | -2 | 0 | 8 | nt

Rewritten as comma-separated lines: 4 of the compounds above.
Molecule,Statin myotox sup,ERp5 block,S100A4 MyoIIA,SIRT5 block,DENV2 CPE rescue,PglD inh,E-sel inducer
COc1ccccc1Nc1ccc2c(O)cc(S(=O)(=O)O)cc2c1,-5,1,11,nt,?,-1,-0.3
C/C(=N\Nc1nc2ccc(Cl)cc2o1)c1ccccc1,nt,-3,-33,-2,0,8,nt
CC(C)CC(=O)N1CC=CC[C@@H](c2ccc(Cl)cc2)N(Cc2ccc(Cl)cc2)C(=O)[C@@H]1Cc1ccccc1,3,7,-8,2,-2,0,-0.3
COc1ccc(CNC(=O)CCC(=O)N2CC(C)Oc3ccccc32)cc1 (configuration not stated),-1,-7,-3,-5,-6,-2,1.2
